# Screening results as filed in PubChem BioAssay.
# CendR NRP1 mod: modulators of CendR peptide binding to human neuropilin-1; FAM-RPARPAR peptide binding to NRP-1, fluorescence polarization; actives 0.85% (n = 360,000); inhibition, % at 25 µM; O14786;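 active means inhibition or corrected inhibition above about 18%, plus a signal ratio from 0.5 to 1.5, limit read from the data, passing the limit was not always enough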; further: strong numbers were not always called active
# DNMT1 block: inhibitors of human DNMT1 | actives 0.83% (n = 360,000) | inhibition (reported as % activation of signal), % at 10 µM | AID 588458 | DNMT1 molecular beacon, Hinp1I cleavage, fluorescence; in the data active means inhibition above about 50%
# LMPTP inh: blocks human LMPTP phosphatase. P24666. recombinant LMPTP-A, OMFP fluorogenic substrate, fluorescence intensity. inhibition, % at 20 µM. actives 0.22% (n = 360,000);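 active means compounds that cut the enzyme signal by at least half of the control window in the single-dose screen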;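 further: plate controls were DMSO wells with enzyme plus substrate for no effect and substrate without enzyme for full effect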
# Target sequence (P24666 whole entry, looked up): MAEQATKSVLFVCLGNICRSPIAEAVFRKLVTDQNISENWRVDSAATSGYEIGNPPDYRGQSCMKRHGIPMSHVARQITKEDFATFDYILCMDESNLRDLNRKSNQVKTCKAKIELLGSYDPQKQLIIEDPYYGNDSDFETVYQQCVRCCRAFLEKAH
#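 Material: LMPTP-A; amount: 0.625 nM enzyme; doses: single 20 µM dose; times: reaction 50 min, room temperature, dark; technique: fluorescence intensity of OMFP turnover product; benchmarks: no-enzyme and uninhibited controls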
# SKN-1 block: inhibitors of C. elegans SKN-1 | C. elegans VP596 Pgst-4::GFP/RFP ratio, acrylamide-induced, 24 h | inhibition, % at 21.8 µM | actives 0.49% (n = 360,000) | AID 624304;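 active means interference check ratio from 0.5 to 1.5 plus GFP to RFP signal ratio inhibition reaching or exceeding a fixed threshold, cut at about 30% in these data, passing the limit was not always enough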; further: some compounds called inactive have numbers as strong as hits
# NadD inh: blocks S. aureus nicotinate mononucleotide adenylyltransferase; purified NadD enzyme, colorimetric absorbance read-out; inhibition, % at 20 µM; actives 0.78% (n = 360,000); in the data active means inhibition above about 26%; further: some compounds past the cut are filed as inactive
# Rpn11 inh: blocks the human proteasome subunit Rpn11. O00487. human 26S proteasome, Ub4-pepOG fluorescence polarization; 20S core pre-blocked with epoxomicin. calls only at 20 µM. actives 0.59% (n = 360,000). AID 588493;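 active means inhibition at 20 µM, scaled to each plate's controls, above about 33%, limit read from the data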
# STEP block: blocks human striatal-enriched tyrosine phosphatase | P54829 | recombinant STEP, OMFP fluorogenic substrate, fluorescence | inhibition, % at 20 µM | actives 0.25% (n = 360,000);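 active means inhibition at 20 µM, scaled per plate between control wells, above about 37%, limit read from the data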;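 further: 0% = DMSO with enzyme and substrate and 100% = substrate only without enzyme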
# Target sequence (P54829 whole entry, looked up): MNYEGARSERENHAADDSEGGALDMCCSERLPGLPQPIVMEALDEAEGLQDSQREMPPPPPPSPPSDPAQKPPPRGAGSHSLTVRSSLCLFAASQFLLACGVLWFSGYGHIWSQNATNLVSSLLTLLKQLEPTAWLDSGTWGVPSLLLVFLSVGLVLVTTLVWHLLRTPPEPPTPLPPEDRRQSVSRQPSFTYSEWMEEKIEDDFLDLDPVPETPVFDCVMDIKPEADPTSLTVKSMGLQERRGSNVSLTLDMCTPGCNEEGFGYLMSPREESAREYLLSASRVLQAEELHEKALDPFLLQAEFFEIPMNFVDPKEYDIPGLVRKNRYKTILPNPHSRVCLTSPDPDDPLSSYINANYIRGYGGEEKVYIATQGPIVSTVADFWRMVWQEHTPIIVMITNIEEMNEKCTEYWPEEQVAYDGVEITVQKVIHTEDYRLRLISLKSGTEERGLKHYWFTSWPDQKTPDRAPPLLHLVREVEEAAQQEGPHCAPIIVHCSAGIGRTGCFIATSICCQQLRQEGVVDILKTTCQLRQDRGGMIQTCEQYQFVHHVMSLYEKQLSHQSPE
#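 Material: STEP (striatal-enriched tyrosine phosphatase) enzyme, cell-free; Compound dosing: 20 µM single dose in 1% DMSO; Technique: fluorescence read at 480 nm ex / 540 nm em; Times: reaction 20 min, ambient temperature; Medium: 50 mM Bis-Tris pH 6.0 with 2.5 mM DTT and 0.005% Tween 20; Also added: OMFP at 25 µM.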
# MT1-MMP act inh: blocks activation of human MT1-MMP. P50281. actives 0.061% (n = 360,000). GFP/RFP ratio change, % at 20 µM. HT1080 RFP-PRO-GFP cells, GFP/RFP ratio fluorescence, overnight; percent of plate control window, DMSO zero. AID 651647;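 active means GFP/RFP ratio change of at least 30% with cell ATP level not reduced by more than half and red fluorescence within 50% of control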; further: strong numbers were not always called active
#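 Material: RFP-PRO-GFP reporter HT1080 cells. Dosing: single-point 20 µM compound, 1% DMSO. Controls: DMSO and RFP-L50D-GFP cell wells. Timing: cells overnight before dosing, compound overnight, 37 °C, 5% CO2. Measure: GFP/RFP fluorescence ratio.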
# SUMO1 PPI mod: modulators of human SUMO1-mediated protein-protein interactions; SUMO1 binding to a labelled peptide, TR-FRET, 1 h; inhibition, % at 20 µM; actives 0.33% (n = 360,000); in the data active means inhibition above about 37%
# Target sequence (P63165 whole entry, looked up): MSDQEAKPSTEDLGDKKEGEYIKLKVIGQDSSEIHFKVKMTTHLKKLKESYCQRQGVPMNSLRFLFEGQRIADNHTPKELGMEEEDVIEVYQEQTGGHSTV
# Scp1 inh: blocks human Scp-1 phosphatase activity; actives 0.88% (n = 340,000); inhibition, % at 20 µM; Recombinant Scp1, phosphopeptide, malachite green phosphate absorbance;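 active means inhibition above about 50% at 20 µM, limit read from the data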;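 further: plate controls were DMSO wells with enzyme for no effect and wells lacking enzyme for full effect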
# Target sequence (Q9GZU7 76-261 limits assumed): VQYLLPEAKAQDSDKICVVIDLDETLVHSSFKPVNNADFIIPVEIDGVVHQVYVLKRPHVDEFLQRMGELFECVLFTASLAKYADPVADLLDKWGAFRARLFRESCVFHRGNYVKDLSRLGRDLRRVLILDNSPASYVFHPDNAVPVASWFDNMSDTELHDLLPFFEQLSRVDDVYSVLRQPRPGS
#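 Incubation: 45 min enzyme reaction at room temperature / System: truncated SCP-1 phosphatase (76-261aa) / Reagent: Phospho 17-mer peptide substrate / Buffer or medium: Acidic Tris acetate buffer with magnesium and detergent / Signal: absorbance at 630 nm / Doses: one concentration, 20 µM, with 1.0% DMSO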
# * marks the source's active call; other numbers are inactive results; i = inactive; / = no result given.
# Each structure is followed by: CendR NRP1 mod, DNMT1 block, LMPTP inh, SKN-1 block, NadD inh, Rpn11 inh, STEP block, MT1-MMP act inh, SUMO1 PPI mod, Scp1 inh
> O=C(CSc1cn[nH]n1)Nc1ccccc1F
 : 10, -1, -1.7, 2, -4, i, 1, 0, 3, 1
> O=C(CCC1CCCN(Cc2ccc(O)c(Cl)c2)C1)NCc1ccccc1F (stereo not given)
 : 6, -6, -13, -8, -5, i, 1, 1, 1, -11
> Cc1nc2nc(C)c(CCC(=O)O)c(C)n2n1
 : 2, -6, -2.2, 7, 1, i, -4, -6, -2, -8
> O=C(NC(=S)NNC(=O)c1ccccc1O)c1ccc([N+](=O)[O-])cc1
 : -8, -1, 3.1, 4, 0, i, 2, 5, -29, -11
> CC(C)Cc1nnc(NC(=O)CCC(=O)Nc2ccccc2)s1
 : 8, -2, -2.0, 9, 8, i, -3, 1, 3, -2
> O=C(CSc1nnc(CCc2ccccc2)n1-c1ccc(Cl)cc1)NCc1ccccc1
 : 3, 2, 2.4, 7, -5, i, -2, -9, -1, 0
> CC1(C)CC(=O)C=C(NCCc2c[nH]c3ccccc23)C1
 : -1, -4, -1.4, 6, -2, i, -2, 0, 3, -7
> COCCCNC(=S)N(CCCO)Cc1cc2cc3c(cc2[nH]c1=O)OCO3
 : 9, 1, -1.7, 12, 3, i, 4, -1, 3, -6
> CC(=O)Nc1cccc(N/C=C(\C=O)c2nc3ccccc3o2)c1
 : -19, 5, -0.9, -5, -1, i, -2, -1, -8, 1
> O=C(NC(Cc1ccc2c(c1)OCO2)C(=O)N1CCCC1C(=O)O)c1ccccc1 (stereo not given)
 : -8, 2, -1.5, 7, 2, i, -1, -2, -1, 3
> COC(=O)C1=CN(CCCN2CCCC2=O)C=C(C(=O)OC)C1c1ccccc1C(F)(F)F
 : -6, -1, -0.7, 4, -4, i, 2, 3, -12, 10
> COc1ccc(C(=O)Nc2ccc(N3CCOCC3)cc2)cc1OC
 : -6, -3, -1.5, 10, -3, i, 0, 1, 38, 1
> CC1Sc2ccc(C(=O)N(CCc3ccccc3)Cc3ccccc3)cc2NC1=O (stereo not given)
 : -17, 83*, 1.6, 12, 5, i, 0, -5, 3, /
> Cc1csc(NC(=O)c2ccc(=O)[nH]c2)n1
 : 4, -2, -1.1, 8, -2, i, 0, 0, 3, -7
> CCOC(=O)CNC(=O)Cn1cnc2sc(C)c(S(=O)(=O)N3CCOCC3)c2c1=O
 : 4, -1, 0.3, -7, -17, i, -4, 1, 3, 0
> Cc1c(Cc2ccccc2)c(=O)oc2c(C)c(OCC(=O)N[C@@H](Cc3ccccc3)C(=O)O)ccc12
 : -66, 43, 0.8, 12, 0, i, -2, 3, 2, -1
> Cc1ccc2c(CNCc3ccccc3)cc(=O)oc2c1
 : -3, -1, -1.0, 23, -2, i, -1, -1, 2, 3
> CC1(c2ccc3c(c2)OCCO3)NC(=O)N(CC(=O)Nc2ccccc2)C1=O (stereo not given)
 : 17, 3, -1.0, -12, 3, i, -3, 0, 1, -9
> CC(C(=O)O)N1C(=O)c2cccc3cccc1c23 (stereo not given)
 : 1, -1, -1.6, 31, -4, i, -2, -2, -9, 3
> CSc1nc(C)cc(NC(N)=O)n1
 : 6, 8, -2.0, -11, -5, i, 0, 3, 4, -4
> O=C(CCNS(=O)(=O)c1ccc(Br)cc1)NCCc1ccccc1
 : 4, -1, -1.2, 5, -1, i, 0, -1, -1, -5
> O=C(Nc1cc(Cl)ccc1Oc1ccccc1)c1cnccn1
 : 12, 0, -2.9, 25, 5, i, -1, 4, 2, -2
> COc1ccc2c(COC(=O)CCS(=O)(=O)c3ccc(C)cc3)cc(=O)oc2c1
 : -3, -1, 0.5, 15, 3, i, 2, 0, -38, 4
> Cc1ccnc(Nc2nc(-c3ccccc3)cs2)c1
 : 5, -8, 2.4, 8, 2, i, -1, -11, 5, -5
> Cc1cccc(C)c1OCCCCN1CCCCC1
 : 0, 1, -1.0, -10, -4, i, -1, 3, -2, -8
> CCOC(=O)c1c(C)[nH]c(O)c1C=Nc1ccccc1
 : -21, -4, -0.7, 16, -5, i, -3, -11, -8, 0
> Cc1cc(C(=O)c2ccccc2)nc2ccccc12
 : 1, 3, -0.8, 1, -1, i, -2, -3, -8, -11
> O=C(C1CCCN(Cc2ccccc2F)C1)N1CCCC1 (stereo not given)
 : 1, 4, -2.2, 6, 4, i, -1, 5, -3, -1
> Cc1ccnc(N2C(=O)c3ccccc3C2Nc2ccc3c(c2)OCCO3)c1 (stereo not given)
 : 8, -3, -0.7, 2, 3, i, -1, -1, 5, 0
> COc1ccc(Cc2nc3ccccc3n2CC(=O)N/N=C/c2ccc(O)cc2)cc1OC
 : -7, -3, -0.6, 5, 1, i, 0, 1, -10, 1

# The listing continues.
# Each structure is followed by: CendR NRP1 mod, DNMT1 block, LMPTP inh, SKN-1 block, NadD inh, Rpn11 inh, STEP block, MT1-MMP act inh, SUMO1 PPI mod, Scp1 inh
> CCOc1cccc(C(=O)Nc2cccc(NC(=O)c3ccco3)c2)c1
 : -6, -1, 1.0, 9, -6, i, 3, -1, -1, 0
> CCc1ccccc1NC(=O)Nc1cccs1
 : 7, -11, -0.8, -4, 3, i, 0, 2, 5, -1
> COc1ccc(CCNC(=O)COc2ccc(-c3ccc(C)cc3)cc2)cc1OC
 : 2, -5, -0.4, 7, -7, i, 6, -4, 3, -10
> OCC[C@H]1C[C@@H](O)[C@H](O)[C@@]2(CCCO2)O1
 : 21, 12, -1.8, -2, -1, i, 0, 0, 5, 3
> CC(=O)c1cccc(NC(=O)COC(=O)CCc2ccc(S(=O)(=O)N3CCOCC3)cc2)c1
 : 10, -3, 0.3, -7, -4, i, 0, -4, -2, 17
> CC(=O)Nc1cc(NC(C)=O)cc(C(=O)OCC(=O)c2ccc3c(c2)NC(=O)CO3)c1
 : -9, -3, 2.3, -6, 5, i, -1, 1, 3, 8
> Cc1ccc(C(C)C)cc1OCC(=O)NC1CCCCCCC1
 : -6, 8, 2.0, 21, 4, i, 3, -5, 5, -4
> CCSc1nnc(NC(=O)CSc2nc(C)cc(C)n2)s1
 : 5, -3, -1.5, 1, -7, i, -4, 3, -1, -11
> O=C(CCC1CCCC1)Nc1ccccc1-c1ccccc1
 : 7, 5, -0.3, 15, -1, i, 2, -7, -1, 0
> Cc1cc(=O)oc2cc(OC(C)C(=O)N3CCCc4ccccc43)ccc12 (stereo not given)
 : 4, -1, -1.5, -7, -3, i, 0, -2, -1, -11
> O=C(c1cc(-c2ccncc2)nc2ccccc12)N1CCOCC1
 : 9, 1, -1.4, 23, -4, i, -3, 4, -1, 2
> Cc1ccc(/C=N/NC(=O)Cc2cccs2)o1
 : 2, -2, -0.9, -3, -2, i, 1, -2, -8, 0
> O=C(COC(=O)c1cnccn1)Nc1cc(S(=O)(=O)N2CCOCC2)ccc1Cl
 : 8, 3, 0.6, -8, 1, i, -1, 1, 12, 3
> CCOC(=O)c1cc2oc(C)cc2n1CC(=O)OC1CCCCC1
 : 14, 0, 0.1, 5, -7, i, 7, -5, -3, -5
> c1ccc(Cc2noc(CN3CCCN(C4Cc5ccccc5C4)CC3)n2)cc1
 : 6, -17, -0.3, 19, -4, i, 1, -3, 0, -12
> Cc1ccc2nc(-c3ccccn3)cc(C(=O)N3CCN(c4ncccn4)CC3)c2c1
 : 2, 1, 0.4, 21, 0, i, -1, 6, -8, -2
> COc1ccc(OCCOC(=O)CNC(=O)c2cccc(C)c2)cc1
 : -2, 6, 0.3, 11, 1, i, -1, 6, 6, 2
> Cc1ccnc(NC(=O)c2ccc(NC(=O)CC3SC(N4CCCC4)=NC3=O)cc2)c1 (stereo not given)
 : -4, 3, 0.2, 8, -6, i, -1, 5, -8, -1
> CCOc1ccc(NC(=O)CN(C)C(=O)C2CCN(C(=O)c3ccc(Cl)cc3)CC2)cc1OCC
 : 10, 6, -0.8, 6, -1, i, 1, 12, 6, 1
> CC(C(=O)NC(=O)NC1CCCCC1)N1CCN(c2ccccn2)CC1 (stereo not given)
 : -6, 1, -0.6, -4, -4, i, 2, 1, 1, 2
> O=C(C1CCCCC1)N1CCC(CO)(Cc2ccccc2Cl)CC1
 : 7, -1, -0.2, 0, -1, i, 1, -2, -2, -1
> O=C(CSc1nc2ccc([N+](=O)[O-])cc2[nH]1)c1ccc2ccccc2c1
 : -8, -18, 2.3, 10, 29, i, -1, 3, -5, -4
> CCC(C)Sc1nnc(CNC(=O)C23CC4CC(CC(C4)C2)C3)n1C1CCCCC1 (stereo not given)
 : 9, 5, -1.7, 10, 3, i, -2, -8, 2, 3
> O=C(COC(=O)/C=C/C(=O)N1CCN(c2ccccc2)CC1)NCc1ccc(F)cc1
 : -2, -1, -1.2, 12, 2, i, -2, 1, 4, -7

# 5 compounds picked at random from those above:
# Each structure is followed by: CendR NRP1 mod, DNMT1 block, LMPTP inh, SKN-1 block, NadD inh, Rpn11 inh, STEP block, MT1-MMP act inh, SUMO1 PPI mod, Scp1 inh
> c1ccc(Cc2noc(CN3CCCN(C4Cc5ccccc5C4)CC3)n2)cc1
 : 6, -17, -0.3, 19, -4, i, 1, -3, 0, -12
> CC1Sc2ccc(C(=O)N(CCc3ccccc3)Cc3ccccc3)cc2NC1=O (stereo not given)
 : -17, 83*, 1.6, 12, 5, i, 0, -5, 3, /
> O=C(CSc1nnc(CCc2ccccc2)n1-c1ccc(Cl)cc1)NCc1ccccc1
 : 3, 2, 2.4, 7, -5, i, -2, -9, -1, 0
> COc1ccc(CCNC(=O)COc2ccc(-c3ccc(C)cc3)cc2)cc1OC
 : 2, -5, -0.4, 7, -7, i, 6, -4, 3, -10
> CC(C(=O)NC(=O)NC1CCCCC1)N1CCN(c2ccccn2)CC1 (stereo not given)
 : -6, 1, -0.6, -4, -4, i, 2, 1, 1, 2

# Entries of single compounds as entered above. Screens in order: CendR NRP1 mod, DNMT1 block, LMPTP inh, SKN-1 block, NadD inh, Rpn11 inh, STEP block, MT1-MMP act inh, SUMO1 PPI mod, Scp1 inh
# COCCCNC(=S)N(CCCO)Cc1cc2cc3c(cc2[nH]c1=O)OCO3 as listed: 9, 1, -1.7, 12, 3, i, 4, -1, 3, -6
# O=C(Nc1cc(Cl)ccc1Oc1ccccc1)c1cnccn1 as listed: 12, 0, -2.9, 25, 5, i, -1, 4, 2, -2
